Compound activity from PubChem.
FadD28 binding: inhibitors of FadD28 bisubstrate probe binding, primary screen, biochemical, fluorescence polarization, single point. inhibition, % at 12.5 µM. Mycobacterium tuberculosis FadD28 fatty-acid-AMP ligase. AID 588549, 2011. 360,000 tested, 0.22% active; in the data active = inhibition above about 8.5%, passing the limit was not always enough; inconclusive = no clear call, values can overlap the other calls
BoNT-F LC inh: BoNT/F light chain protease inhibitors, primary screen, biochemical, flow cytometry, MLPCN library. 360,000 tested, 0.22% active. Botulinum neurotoxin type F light chain protease (Clostridium botulinum). AID 588497, 2011. Multiplex microsphere protease cleavage assay. inhibition, % at 10 µM; in the data active = inhibition above about 35%, passing the limit was not always enough; inconclusive = no clear call, values can overlap the other calls; also: plate controls were buffer without enzyme for full effect and enzyme alone for no effect
Rv3671c protease: Rv3671c serine protease inhibitors, primary screen, biochemical, fluorescence polarization, M. tuberculosis H37Rv | 320,000 tested, 0.048% active | inhibition, % at 5.96 µM; in the data active = inhibition above about 38%;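 also: extracellular domain of Rv3671c used as enzyme; 0% = enzyme with DMSO and 100% = no enzyme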
MazEF act: activators of E. coli MazEF toxin-antitoxin RNase, primary screen, biochemical, fluorescence, uHTS | Endoribonuclease toxin MazF (Escherichia coli (strain K12)), P0AE70 | FAM/BHQ RNA-DNA oligo cleavage fluorescence, 5 h | activation, % at 20 µM | 350,000 tested, 0.32% active; in the data active = activation above about 50%
Target sequence (P0AE70 whole entry, looked up): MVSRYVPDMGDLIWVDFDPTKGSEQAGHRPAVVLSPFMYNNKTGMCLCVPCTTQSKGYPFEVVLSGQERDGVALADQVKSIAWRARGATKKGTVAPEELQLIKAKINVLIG
Mtb BioA inh: M. tuberculosis BioA enzyme inhibitors, primary screen, biochemical, plate reader, single point, HTS; 7,8-diaminopelargonic acid synthase BioA (Mycobacterium tuberculosis); purified M. tuberculosis BioA enzyme; inhibition, % at 9.99 µM; 360,000 tested, 0.096% active; AID 602481, 2012; in the data active = inhibition above about 40%; inconclusive = no clear call, values can overlap the other calls
GDH-TPI inh: GDH-TPI coupling enzyme inhibitors, primary screen, artefact control for M. tuberculosis FBA inhibitor project, biochemical, absorbance, full deck; GDH-TPI coupled enzyme counterscreen, NADH absorbance; inhibition, % at 4.8 µM; 360,000 tested, 1.2% active; in the data active = inhibition above about 30%;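 also: 0% = DMSO wells and 100% = wells lacking the enzyme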
Mtb UGM inh: M. tuberculosis UGM enzyme inhibitors, primary screen, biochemical, fluorescence polarization, single point | inhibition, % at 10 µM | purified UGM, fluorescence polarization probe displacement | UDP-galactopyranose mutase (Mycobacterium tuberculosis (strain ATCC 25618 / H37Rv)), … | 320,000 tested, 0.06% active; in the data active = inhibition above about 10%, passing the limit was not always enough; inconclusive = no clear call, values can overlap the other calls
Target sequence (P9WIQ1 whole entry, looked up): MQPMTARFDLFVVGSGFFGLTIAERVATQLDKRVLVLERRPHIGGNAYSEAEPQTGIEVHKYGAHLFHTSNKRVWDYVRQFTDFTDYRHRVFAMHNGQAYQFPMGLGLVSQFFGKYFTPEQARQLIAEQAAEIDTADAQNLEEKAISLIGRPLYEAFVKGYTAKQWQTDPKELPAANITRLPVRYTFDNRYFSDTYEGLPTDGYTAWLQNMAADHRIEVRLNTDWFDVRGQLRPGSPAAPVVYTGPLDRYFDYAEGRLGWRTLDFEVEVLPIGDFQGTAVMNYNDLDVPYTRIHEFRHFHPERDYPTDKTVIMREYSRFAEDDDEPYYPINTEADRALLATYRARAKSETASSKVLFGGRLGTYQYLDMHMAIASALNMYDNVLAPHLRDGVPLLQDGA
PrPC TRFRET: inhibitors of human cell surface prion protein PrPC, primary screen, cell-based, TR-FRET; 370,000 tested, 0.43% active; AID 720596, 2013; TR-FRET read-out; Major prion protein (Homo sapiens), P04156; inhibition, % at 13.8 µM; in the data active = inhibition above about 24%; also: 0% = median of the test wells and 100% = reference compound wells
Mtb FBA inh: Mtb FBA enzyme inhibitors, primary screen, biochemical, fluorescence, strain H37Rv; purified M. tuberculosis FBA, fluorescence read-out; inhibition, % at 1 µM; 360,000 tested, 2.3% active; in the data active = inhibition above about 27%;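 also: 0% = vehicle and 100% = reference inhibitor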
Target sequence (P9WQA3 whole entry, looked up): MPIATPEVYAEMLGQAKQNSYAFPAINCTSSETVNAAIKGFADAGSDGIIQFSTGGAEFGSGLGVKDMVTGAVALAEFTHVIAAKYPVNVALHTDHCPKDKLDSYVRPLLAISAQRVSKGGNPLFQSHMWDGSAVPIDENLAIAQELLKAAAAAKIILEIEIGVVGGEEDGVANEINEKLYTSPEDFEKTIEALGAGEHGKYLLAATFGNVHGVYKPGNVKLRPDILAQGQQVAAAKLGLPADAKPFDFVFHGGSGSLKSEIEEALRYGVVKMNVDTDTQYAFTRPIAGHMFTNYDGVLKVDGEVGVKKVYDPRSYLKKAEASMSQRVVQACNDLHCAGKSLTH
Starred values were filed as active, the others as inactive; u = inconclusive; x = not tested or not shown; & = joins results of further samples. Compounds as they come. Share with any hit: about 4.8%.

SMILES	FadD28 binding	BoNT-F LC inh	Rv3671c protease	MazEF act	Mtb BioA inh	GDH-TPI inh	Mtb UGM inh	PrPC TRFRET	Mtb FBA inh
COC(=O)c1ccc(N2CCN(C(C)=O)CC2)c(NC(=O)c2cccnc2)c1	-0.1	-1	-5	2	x	2	-1.1	6	4
Clc1ccc(COn2nnc3ccccc32)c(Cl)c1	-1.3	-7	-6	4	-1.0	7	0.5	-1	-4
COC(=O)c1cc2c(N)c(C(=O)c3ccccc3)sc2nc1C(OC)OC	-2.9	u	-8	5	x	6	-0.9	-30	-4
O=C(CN1CCCC1)Nc1c2c(nc3ccccc13)N(Cc1ccccc1)CC2	-2.3	-1	1	-1	5.0	9	2.1	-6	31*
O=C(CCN1C(=O)c2ccncc2C1=O)Nc1ccc(F)cc1	0.4	3	3	6	x	-1	1.7	5	0
COc1ccc(-c2cc3cc(OC)c(OC)cc3cn2)cc1	-8.9	-7	-12	17	-0.4	10	-2.1	10	89*
NC(=O)CC(NC(=O)Cc1ccc(Br)cc1)c1ccc(NC2CCCCCCC2)c([N+](=O)[O-])c1 (stereo unspecified)	-2.9	-5	x	0	-0.3	-10	x	-2	1
O=C(c1ccc(Cl)cc1)c1cc([N+](=O)[O-])ccc1N1CCOCC1	-5.8	-2	-4	1	x	12	0.1	-11	-4
CCn1c(/C=N/c2nc3ccccc3n2C)nc2ccccc21	0.2	1	-1	6	x	7	-3.1	0	0
O=C(Cc1ccc(NC2=NC3CS(=O)(=O)CC3S2)cc1)NCCc1ccccc1 (stereo unspecified)	0.0	-1	1	8	-0.9	-3	-0.9	-5	0
O=C(CN1C(=O)NC2(CCCC2)C1=O)Nc1cc(C(F)(F)F)ccc1N1CCCCC1	-3.4	4	4	-1	0.8	13	0.0	0	5
CCOc1cc2c3c(c1)C(C)=CC(C)(C)N3C(=O)C2=O	-1.6	-3	11	3	-0.1	-7	6.7	-3	-1
Cc1cc(N2CCCCC2)n2ncc(-c3ccccc3)c2n1	1.7	-12	8	0	x	-1	1.3	-2	22
CCOc1ccc(-n2ccnc2SCC(=O)Nc2cc(C)on2)cc1	-5.8	-13	-1	4	x	-4	0.1	3	-1
Cc1cc(C)nc(NC(=S)Nc2ccc(Br)cc2Cl)c1	-3.3	-2	-3	1	x	-2	-1.0	7	3
ClCCOCOCCCl	-1.0	-1	4	8	-0.5	8	0.6	-6	1
CCCc1nc(N)sc1C(=O)OCC	-0.1	30	-3	0	3.3	8	1.0	-3	5
CC(C)C(=O)Nc1ccccc1N1CCN(S(C)(=O)=O)CC1	-1.3	0	-3	-1	-2.3	6	-0.4	3	6
O=C1C(Cl)=C(Nc2ccccc2O)C(=O)N1c1ccccc1	-2.2	-6	-1	3	-0.1	-7	-0.7	-6	-3
COc1cc(Cl)ccc1OCc1cc(C(=O)N2CCCCCC2)no1	-3.4	1	-3	3	1.2	12	2.3	0	0
O=C(CCC(=O)N1CCN(C2CCCC2)CC1)Nc1nnc(C(F)(F)F)s1	-4.8	-11	5	4	-0.6	3	0.8	3	-4
COc1ccc(-c2c3c(=O)n(C)c(=O)n(C)c3cn2-c2ccc(O)cc2)cc1	1.5	3	-2	16	2.9	5	0.4	-10	45*
COC(=O)C1=C(c2ccc(-c3ccccc3)c(F)c2)C[C@@H]2CC[C@H]1N2C(=O)NCCOc1ccc(OC)cc1	-5.9	1	-16	4	0.7	-1	-2.7	15	-1
COc1ccc2c(c1)c(C(=O)C(C)N1CCCCC1)c(C)n2C (stereo unspecified)	0.5	-12	-3	-4	-2.7	-4	2.0	-10	-1
CN(C)CCCNC(=S)NCC(c1ccc(Cl)cc1Cl)c1c[nH]c2ccccc12 (stereo unspecified)	-24	-4	7	29	8.9	-5	-5.2	-15	-2

11 compounds out of the list, ordered by molecular weight, rising.
SMILES	FadD28 binding	BoNT-F LC inh	Rv3671c protease	MazEF act	Mtb BioA inh	GDH-TPI inh	Mtb UGM inh	PrPC TRFRET	Mtb FBA inh
ClCCOCOCCCl	-1.0	-1	4	8	-0.5	8	0.6	-6	1
Cc1cc(N2CCCCC2)n2ncc(-c3ccccc3)c2n1	1.7	-12	8	0	x	-1	1.3	-2	22
Clc1ccc(COn2nnc3ccccc32)c(Cl)c1	-1.3	-7	-6	4	-1.0	7	0.5	-1	-4
O=C(CCN1C(=O)c2ccncc2C1=O)Nc1ccc(F)cc1	0.4	3	3	6	x	-1	1.7	5	0
COc1ccc2c(c1)c(C(=O)C(C)N1CCCCC1)c(C)n2C (stereo unspecified)	0.5	-12	-3	-4	-2.7	-4	2.0	-10	-1
O=C1C(Cl)=C(Nc2ccccc2O)C(=O)N1c1ccccc1	-2.2	-6	-1	3	-0.1	-7	-0.7	-6	-3
O=C(c1ccc(Cl)cc1)c1cc([N+](=O)[O-])ccc1N1CCOCC1	-5.8	-2	-4	1	x	12	0.1	-11	-4
O=C(CN1CCCC1)Nc1c2c(nc3ccccc13)N(Cc1ccccc1)CC2	-2.3	-1	1	-1	5.0	9	2.1	-6	31*
O=C(CN1C(=O)NC2(CCCC2)C1=O)Nc1cc(C(F)(F)F)ccc1N1CCCCC1	-3.4	4	4	-1	0.8	13	0.0	0	5
CN(C)CCCNC(=S)NCC(c1ccc(Cl)cc1Cl)c1c[nH]c2ccccc12 (stereo unspecified)	-24	-4	7	29	8.9	-5	-5.2	-15	-2
COC(=O)C1=C(c2ccc(-c3ccccc3)c(F)c2)C[C@@H]2CC[C@H]1N2C(=O)NCCOc1ccc(OC)cc1	-5.9	1	-16	4	0.7	-1	-2.7	15	-1

New compounds follow.
SMILES	FadD28 binding	BoNT-F LC inh	Rv3671c protease	MazEF act	Mtb BioA inh	GDH-TPI inh	Mtb UGM inh	PrPC TRFRET	Mtb FBA inh
CC(C)n1cnc2cc(NCc3ccccn3)ccc21	-2.4	-7	6	-10	-1.4	2	1.9	-6	2
Cc1ccc(C)c(NC(=O)C(CC(=O)O)Cc2ccccc2)c1 (stereo unspecified)	u	u	-6	9	-0.5	10	-0.2	9	3
COc1ccccc1NC(=O)CCS(=O)(=O)c1ccc2c(c1)NC(=O)C(C)S2 (stereo unspecified)	-4.0	-2	-7	0	15	-1	0.1	x	0
O=C(CC1(O)C(=O)N(Cc2ccccc2)c2ccccc21)c1ccncc1 (stereo unspecified)	-0.7	6	4	2	x	0	3.8	-2	-1
COCC(=O)N1CCC(Oc2ccc(C(=O)NC3Cc4ccccc4C3)cc2)CC1	0.7	-11	-1	0	-1.2	-12	0.5	-5	-1
C[C@H](CO)N1C[C@H](C)[C@@H](CN(C)C(=O)Nc2ccccc2)Oc2ccc(NC(=O)Cn3cnnn3)cc2C1=O	-3.0	-14	1	6	-1.1&0.6	3	-1.5	-2	-1
CCOC(=O)c1c(C)[nH]c(C(=O)COC(=O)CCNS(=O)(=O)c2ccc(NC(C)=O)cc2)c1C	-5.3	-4	1	-1	1.0	-8	-1.8	0	-1
CCOc1ccc(C(=O)CCC(=O)NN2C(=O)NC3(CCCCC3)C2=O)cc1	0.2	u	9	-30	-4.7	2	1.0	3	1
CCn1nnnc1SCC(=O)Nc1nc2ccccc2s1	-0.1	0	2	-6	x	9	4.1	2	-2
O=C(CSc1ncn[nH]1)Nc1ccc([N+](=O)[O-])cc1Br	0.4	-4	-1	-18	x	15	-1.8	-5	-3
c1ccc(CNn2nnc3ccccc32)cc1	-1.4	-6	x	x	x	x	x	7	1
CCN(CC)CCOC(=O)c1c(C)oc2ccc(O)cc12	0.6	-5	14	0	-0.1	8	0.1	0	2
COc1ccc(/C=C/C(=O)O)cc1Cl	-1.3	-9	-2	-1	6.4	8	-0.1	-2	0
COc1cc(OC)cc(-c2nnc(SCC(=O)N3c4ccccc4Sc4ccccc43)o2)c1	-2.7	-8	-1	-14	x	6	-0.5	6	0
O=C1c2ccccc2C(=O)N1CCCC(=O)N1CCCc2ccccc21	-2.5	-5	-9	6	2.3	-3	-0.1	-3	2
CC(OC(=O)C1CCN(c2ccc(C(F)(F)F)cn2)CC1)C(=O)Nc1cccc([N+](=O)[O-])c1 (stereo unspecified)	-2.7	x	-21	0	0.1	-9	1.0	-11	-2
CCC(=O)N1N=C(c2ccc(Cl)cc2)CC1c1ccco1 (stereo unspecified)	-3.1	u	1	-9	x	-6	-7.0	9	-2
CCCCC(=O)N/N=C/c1ccc(N2CCOCC2)c([N+](=O)[O-])c1	-3.4	-4	17	6	x	26	-0.2	-26	-12
O=C(CCCN1C(=O)C(c2ccccc2)Oc2cccnc21)NCc1ccccc1Cl (stereo unspecified)	0.7	6	2	2	4.2	5	-0.4	4	-3
COc1ccsc1C(=O)NCCN1CCOCC1	-4.5	3	0	-1	-0.7	-2	-0.4	-2	2
CCOC(=O)C1=C(C)NC(=O)NC1c1ccco1 (stereo unspecified)	-0.1	2	-3	-6	x	17	0.6	-4	1
Cc1cccc(/C=N/NC(=O)C2CCCNC2=O)c1 (stereo unspecified)	-4.1	1	18	-1	x	-4	-2.0	2	2
Cc1cccc(N2CCN(S(=O)(=O)c3ccc4c(c3)CCN4C(=O)CCC(=O)O)CC2)c1C	-2.8	-1	0	-16	x	-2	0.5	4	0
COc1ccc(Cl)cc1NC(=O)C(C)N1CCN(c2ccccn2)CC1 (stereo unspecified)	-0.1	-1	-8	1	5.6	6	-2.3	-1	2
NC(=S)N/N=C1\c2ccccc2-c2c(C(=O)O)cccc21	-0.2	u	5	-2	1.5	13	-0.2	0	-2
SMILES	FadD28 binding	BoNT-F LC inh	Rv3671c protease	MazEF act	Mtb BioA inh	GDH-TPI inh	Mtb UGM inh	PrPC TRFRET	Mtb FBA inh
Cc1ccc(C)c(CN2CCC(CNC(=O)Nc3ccc(C)c(F)c3)CC2)c1	-3.7	1	-1	-1	-0.7	-16	0.5	-11	0
Cc1c(OCc2nn[nH]n2)ccc2c3c(c(=O)oc12)CCCC3	-3.1	1	2	0	1.3	7	5.4	0	124*
CN(C)c1cncc(C(=O)O)c1	-2.6	-3	5	5	x	-1	-0.5	-1	7
COc1ccc([C@@H]2[C@@H]3C(=O)N(C(C)(C)C)C(=O)[C@@H]3[C@]3(Cc4ccc(Cl)cc4)C(=O)N(c4ccc(Br)cc4)C(=O)N23)cc1	-0.8	-4	-25	-2	-0.8	7	-0.9	0	1
O=C(CN1C(=O)NC2(CCCC2)C1=O)Nc1ccccc1F	-2.7	-3	-4	3	-2.8	-14	0.9	0	-4
COc1ccc(/C=N/OCC(=O)Nc2nc3ccccc3s2)cc1	-1.2	-5	-21	5	-0.8	-2	2.5	3	2
CCCN(C(=O)COC(=O)CSc1ccc(C(N)=O)cc1[N+](=O)[O-])C1CCS(=O)(=O)C1 (stereo unspecified)	-1.8	6	x	-3	4.4	9	x	-24	4
O=C(Cc1ccccc1)Nc1c(C(=O)N2CCOCC2)cnn1-c1ccccc1	-1.5	-5	14	-1	-1.0	9	0.7	-2	0
O=C(CNC(=O)c1ccco1)NCC(=O)OCc1ccc(Cl)cc1Cl	-2.6	13	4	5	-0.7	-3	0.4	2	1
O=C(Cn1cnc2c(OCc3ccccc3)ncnc21)NCCc1c[nH]c2ccccc12	-2.1	-12	4	14	1.3	10	x	3	3
